Screens deposited in PubChem by several laboratories.
PolyA inh – blocks polyadenylation in yeast reporter cells. S. cerevisiae SKY197-pL101 polyadenylation reporter, beta-gal luminescence; efflux-impaired pdr1/pdr3 knockout yeast; score 100 = 6 SD above DMSO. calls only at 12 µM. actives 0.02% (n = 300,000). AID 1875;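 active = lowest replicate activity score at least 50, where 100 means six control SD above control mean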;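 note: yeast exposed to compound for 9 h at 30 °C; higher score means more reporter readthrough which indicates perturbed polyadenylation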
RGS4 pot – RGS4 potentiation or activation. HEK293 M3R/inducible RGS4, carbachol calcium flux Fluo4; stronger effect = lower value. B-score at 10 µM. actives 0.92% (n = 310,000). AID 463111;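 active = B-score of the integrated calcium signal more than 4 SD below the library mean, with starting fluorescence not abnormally high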;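 note: negative B-score means reduced calcium response which marks RGS4 activation or potentiation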
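test system = M3R-expressing HEK293 line, RGS4 induced by doxycycline | probe or stimulus = carbachol at ECmax as muscarinic agonist stimulus | timing = dye loading 30 min 37 °C, buffer rest 30 min RT | signal = calcium dye Fluo4 fluorescence | evaluation = B score from integrated fluorescence ratio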
RGS4 inh – human RGS4 inhibition. P49798. HEK293 M3R/RGS4 inducible, Fluo-4 calcium flux; stronger effect = higher value; triggered by carbachol at its EC20. B-score at 10 µM. actives 0.45% (n = 310,000). AID 463165;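 active = B-score, a plate-corrected calcium signal, over three deviations above library mean, with baseline fluorescence within five deviations of library mean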;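 note: RGS4 expression induced by doxycycline in cells with stable M3 receptor; B-score is computed from the integrated fluorescence ratio over baseline after carbachol; higher B-score means a larger calcium signal and so more RGS4 inhibition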
Dyrk1A ADPGlo – Dyrk1A (rat) kinase inhibition. Q63470. ADP-Glo luminescence, NFATc1 peptide. inhibition, % at 12.5 µM. actives 0.43% (n = 310,000); in the data active = inhibition above about 50%;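 note: plate controls were vehicle with enzyme for no effect and no enzyme for full effect; many of its hits are not listed in these tables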
GSK3beta inhib – blocks human GSK3beta kinase activity; P49841; GST-GSK3beta kinase, ADP-Glo luminescence, 60 min; stronger effect = lower value; activity score (negative = inhibition), % at 10 µM; actives 0.038% (n = 300,000); AID 2097;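 active = more than half of replicate wells score below -50%, meaning over 50% inhibition versus plate controls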;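 note: 0% = median DMSO wells and -100% = median GW8510 positive control wells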
Target sequence (P49841 whole entry, looked up): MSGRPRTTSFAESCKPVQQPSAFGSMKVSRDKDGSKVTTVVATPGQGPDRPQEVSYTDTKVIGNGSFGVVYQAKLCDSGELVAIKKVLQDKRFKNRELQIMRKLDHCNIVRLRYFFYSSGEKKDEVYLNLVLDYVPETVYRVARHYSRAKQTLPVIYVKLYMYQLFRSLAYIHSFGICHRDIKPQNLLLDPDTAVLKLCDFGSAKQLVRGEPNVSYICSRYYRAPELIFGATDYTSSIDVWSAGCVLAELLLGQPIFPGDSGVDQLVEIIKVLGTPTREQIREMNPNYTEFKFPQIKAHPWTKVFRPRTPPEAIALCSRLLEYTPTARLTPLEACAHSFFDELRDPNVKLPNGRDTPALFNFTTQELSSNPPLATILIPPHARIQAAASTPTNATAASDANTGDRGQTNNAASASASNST
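Test system – GST-tagged human GSK3beta kinase, cell-free · Incubation – 60 min enzyme reaction, room temperature · Signal – ADP-Glo luminescence · Also added – peptide substrate and ATP at 25 µM · Controls – DMSO neutral wells and GW8510 at 20 µM as positive · Buffer or medium – Tris/MgCl2 kinase buffer · Measure – Luminescence-derived activity versus plate DMSO and GW8510 wells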
GSK3 alpha inh – blocks human GSK-3 alpha kinase | ADP-Glo luminescence, 60 min | inhibition, % at 10 µM | actives 0.1% (n = 320,000);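 in the data active = inhibition above about 50%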;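 note: GST-tagged GSK-3 alpha with peptide substrate and 25 µM ATP; 0% = DMSO neutral wells and 100% = GW8510 positive control wells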
KCNK9 block – human KCNK9 channel inhibition | Q9NPC2 | HEK293 KCNK9, FluxOR thallium flux fluorescence; stronger effect = lower value | B-score at 10 µM | actives 1.2% (n = 310,000) | AID 488922;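 active = ratio B-score over 3 SD below the library mean, with starting fluorescence within 5 SD of its mean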;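 note: negative B-score means less thallium flux so channel inhibition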
KCNK3 block – human KCNK3 channel inhibition, primary screen. O14649. CHO-KCNK3 thallium flux, FluxOR fluorescence; stronger effect = lower value. B-score at 10 µM. actives 0.84% (n = 340,000). AID 602410;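 active = B-score under library mean minus 4 SD, starting fluorescence ratio at most library mean plus 5 SD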;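 note: more negative B-score means stronger inhibition of thallium flux through KCNK3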
hERG protect – hERG (human) protection from proarrhythmic block; Q12809; CHO-hERG, FluxOR thallium flux, dofetilide IC70 present; activation (rescue from dofetilide block), less the hit threshold, % at 10 µM; actives 0.51% (n = 310,000); AID 1511;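 active = activation above the mean of controls blocked by dofetilide plus 5 SD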;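 note: thallium influx through hERG after potassium depolarization seen as dye fluorescence rise; in these data hits start at about 4.7%; inactives centre near -7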
KCNQ1 block – blocks the human KCNQ1 potassium channel; P51787; CHO-K1 KCNQ1, FluxOR thallium flux fluorescence; stronger effect = higher value; B-score at 10 µM; actives 1.3% (n = 310,000); AID 2642;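 active = compounds whose thallium flux B-score, printed positive for inhibition, exceeds three library SD while starting fluorescence stays within three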;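 note: channel opened by potassium depolarization with thallium stimulus after 20 min compound exposure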
Target sequence (P51787 whole entry, looked up): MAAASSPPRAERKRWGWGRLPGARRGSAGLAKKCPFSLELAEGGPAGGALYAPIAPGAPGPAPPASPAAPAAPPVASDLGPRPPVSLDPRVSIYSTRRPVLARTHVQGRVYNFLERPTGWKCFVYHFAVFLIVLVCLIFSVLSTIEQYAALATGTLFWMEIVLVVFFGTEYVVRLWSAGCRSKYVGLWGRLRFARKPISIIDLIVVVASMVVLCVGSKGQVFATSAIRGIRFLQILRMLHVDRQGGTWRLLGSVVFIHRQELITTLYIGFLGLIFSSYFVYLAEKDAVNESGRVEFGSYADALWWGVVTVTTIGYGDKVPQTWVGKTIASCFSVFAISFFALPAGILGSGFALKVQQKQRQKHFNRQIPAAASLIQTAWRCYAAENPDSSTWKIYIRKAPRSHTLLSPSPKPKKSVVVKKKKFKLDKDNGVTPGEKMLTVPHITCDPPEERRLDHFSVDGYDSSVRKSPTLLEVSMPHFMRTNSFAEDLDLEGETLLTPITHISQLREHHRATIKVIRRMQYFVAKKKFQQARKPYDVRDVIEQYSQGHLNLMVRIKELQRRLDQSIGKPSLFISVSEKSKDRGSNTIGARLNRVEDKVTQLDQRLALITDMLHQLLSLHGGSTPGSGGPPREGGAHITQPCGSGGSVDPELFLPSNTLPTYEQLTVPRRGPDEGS
KCNQ1 act – human KCNQ1 channel potentiation or activation. actives 0.35% (n = 310,000). P51787. CHO-K1 KCNQ1, thallium flux FluxOR fluorescence; stronger effect = higher value. AID 2648. B-score at 10 µM;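 active = fluorescence ratio B-score, a plate-corrected score, at least three library SD, with initial intensity B-score within 5 SD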
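Medium – assay buffer, equal DMSO in all wells · Material – CHO-K1 cell line with stable KCNQ1 potassium channel expression · Signal – kinetic FluxOR thallium fluorescence, 10-s 1-Hz baseline, 110-s post-stimulus read · Compound – single concentration per compound, DMSO matched to controls · Schedule – 37 °C overnight plating, 90-min dark dye load, 20-min compound pretreatment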
* marks the source's active call; other numbers are inactive results; i = inactive; / = not tested or not shown. This is a subset; count on the stated rates, not on these rows.

entry | mol | PolyA inh | RGS4 pot | RGS4 inh | Dyrk1A ADPGlo | GSK3beta inhib | GSK3 alpha inh | KCNK9 block | KCNK3 block | hERG protect | KCNQ1 block | KCNQ1 act
1 | Cc1sc(NC(=O)C2=COCCO2)c(C(N)=O)c1C | i | i | i | 9 | 2 | / | i | i | -2 | i | i
2 | O=C(NCC(c1cccs1)N1CCOCC1)c1cc(S(=O)(=O)N2CCOCC2)ccc1F (stereo not drawn) | i | i | i | -4 | 1 | -1 | i | i | -2 | i | i
3 | O=C(NCc1ccco1)c1cc([N+](=O)[O-])ccc1Cl | i | i | i | / | -2 | -1 | i | i | -8 | i | i
4 | CCOc1ccccc1N1CCN(CC(=O)Nc2nnc(CC)s2)CC1 | i | i | i | 1 | 3 | 0 | i | i | -2 | i | i
5 | CCOC(=O)c1[nH]c2ccc(F)cc2c1N=C(C)N(CC)CC | i | i | i | -5 | 1 | -3 | i | i | -6 | i | i
6 | CCCc1cc(=O)[nH]c2nnc(SCC(=O)N3CC(C)OC(C)C3)n12 (stereo not drawn) | i | i | i | -13 | 2 | -4 | i | i | -15 | i | i
7 | COc1cc(O)c(C(CCN2CCCCC2)c2ccc(N(C)C)cc2)c(OC)c1 (stereo not drawn) | i | i | i | -8 | -3 | 0 | i | i | -6 | i | i
8 | CC(=O)Nc1ccc(S(=O)(=O)N2CCN(CC3CC4C=CC3C4)CC2)cc1 (stereo not drawn) | i | i | i | 2 | 4 | -2 | i | i | -22 | i | i
9 | Cc1cccc(NC(=S)NNC(=O)c2cc3c(s2)CCC(C)C3)c1C (stereo not drawn) | i | i | i | 3 | 4 | 1 | i | i | -12 | i | 11*
10 | N/C(Cn1cncn1)=N\OC(=O)c1ccc(Cl)cc1 | i | i | i | -1 | 3 | 0 | i | i | -8 | i | i
11 | CC(=O)c1cnc2nc(SCc3ccccc3)nn2c1C | i | i | i | / | 0 | 1 | i | i | -11 | i | i
12 | O=C(CSc1nc2ccc(Cl)cc2[nH]1)c1c[nH]c2ccccc12 | / | i | i | 11 | -2 | -1 | i | i | -11 | i | i
13 | CN(C)C(=S)Nc1nc2ccccc2s1 | i | i | i | 21 | -1 | / | i | i | -18 | i | i
14 | O=C(COc1ccc(Br)cc1Cl)NC1CCCCC1 | i | i | i | -4 | 1 | -2 | i | i | -2 | i | i
15 | CCC1(CC)NC(=O)N(CC(=O)NC(=O)NCc2ccccc2)C1=O | i | i | i | -1 | -3 | -2 | i | i | -9 | i | i
16 | O=C(CSc1nnc(CNc2ccccc2)o1)N1CCN(C(=O)c2ccco2)CC1 | i | i | i | -3 | 2 | -2 | i | i | -1 | i | i
17 | Cn1c(N)c(-c2ccccc2)c2ccc([N+](=O)[O-])cc2c1=O | i | i | i | 0 | 4 | 0 | i | i | -4 | i | i
18 | CCN(c1ccccc1)S(=O)(=O)c1csc(C(N)=O)c1 | i | i | i | -4 | -2 | 2 | i | i | -3 | i | i
19 | COc1ccc(NS(=O)(=O)c2cccc(C(=O)N3CCN(Cc4ccc5c(c4)OCO5)CC3)c2)cc1 | i | i | i | -4 | 1 | -1 | i | i | -19 | i | i
20 | O=C(Nc1cnc2sc3c(n2c1=O)CCCC3)c1ccc(F)cc1 | i | i | i | -2 | 3 | 0 | i | i | -9 | i | i
21 | CCC(C(=O)NC1CCCC1)n1c(SCc2cccc(C)c2)nc2ccncc21 (stereo not drawn) | / | i | i | -7 | 0 | -1 | i | i | -15 | i | i
22 | CCN(C(=O)/C=C/c1ccc2c(c1)OCO2)c1ccccc1 | i | i | i | 2 | -1 | 15 | i | i | -11 | i | i
23 | CC(=O)C1=NN(c2ccccc2)C(c2cccs2)N1c1ccc(N(C)C)cc1 (stereo not drawn) | i | i | i | 2 | / | -2 | i | i | -10 | i | i
24 | Cc1cc(C)n(-c2nnc(C)n2/N=C/c2cc(Br)ccc2OCc2ccccc2)n1 | i | i | i | 5 | 0 | -1 | -8.6* | i | -14 | i | i
25 | Cc1ccc(Cl)cc1NC(=O)c1cc(S(=O)(=O)N2CCOCC2)cn1C | i | i | i | -2 | -1 | 0 | i | i | -8 | i | i
26 | COC(=O)C1=C(C)NC(=O)CC1c1cc(Br)ccc1F (stereo not drawn) | i | i | i | -6 | 0 | 10 | i | i | -7 | i | i
27 | O=C(CCn1c(=O)oc2ccccc21)Nc1cccc(Br)c1 | i | i | i | -4 | 10 | -2 | i | i | -8 | i | i
28 | COc1ccc(CN(C)Cc2nc(Cc3cccc(F)c3)no2)c2cccnc12 | i | i | i | -1 | 2 | -1 | i | i | -27 | i | i
29 | CCOc1cc(/C=N/Nc2ccc(C(=O)O)cc2)ccc1OC(=O)c1ccccc1C | i | i | i | -5 | 2 | -1 | i | i | -8 | i | i
30 | COc1ccc(S(=O)(=O)N(Cc2nc3ccccc3c(=O)[nH]2)C2CCCC2)cc1 | i | i | i | 4 | 0 | 0 | i | i | -10 | i | i
31 | CC(C)Sc1oc(-c2ccco2)nc1S(=O)(=O)c1ccccc1 | i | i | i | / | 3 | 0 | i | i | -10 | i | i
32 | CCCCN1C(=O)C(NC(C)=O)c2ccccc21 (stereo not drawn) | i | i | i | 0 | 1 | -1 | i | i | -8 | i | i
33 | O=C(Nc1ccccc1C(=O)O)c1cc(S(=O)(=O)Nc2cccc(F)c2)ccc1Cl | i | i | i | -3 | -4 | -7 | i | i | -16 | i | i
34 | CCOP(=O)(O)c1ccccc1OCCOc1ccccc1P(=O)(O)OCC | i | i | i | 6 | -1 | -5 | i | i | -8 | i | i
35 | O=C(/C=C/c1ccco1)N(Cc1cccc(Br)c1)C1CCS(=O)(=O)C1 (stereo not drawn) | i | i | i | 5 | -1 | -2 | i | i | -17 | i | i
36 | N#CCCN(C(=O)COC(=O)CNC(=O)c1cccs1)c1ccc(F)cc1 | i | i | i | -9 | -4 | -2 | i | i | -6 | i | i
37 | O=C(Nc1nnc(C2CC2)s1)c1ccc(Cl)c(S(=O)(=O)N2CCc3ccccc3C2)c1 | i | i | i | -8 | -4 | 3 | i | i | -23 | i | i
38 | COC(=O)CN1C(=O)C(C)(C)Oc2ccc(C(=O)NC3CCCC3)cc21 | i | i | i | 1 | -2 | -4 | i | i | -6 | i | i
39 | CC(C)N(C(=O)CSc1nc2ccccc2n1-c1ccccc1)C(C)C | i | i | i | 0 | -5 | -3 | i | i | -15 | i | i
40 | Cc1ccc(-n2c(O)c(/C=N/Nc3ccc(S(=O)(=O)N4CCOCC4)cc3[N+](=O)[O-])c3ccccc3c2=O)c(C)c1 | i | i | i | 10 | -2 | -7 | i | i | -13 | i | i
41 | O=C(NCCc1c[nH]c2ccccc12)C1CCN(S(=O)(=O)c2ccccc2)CC1 | i | i | i | -5 | 3 | -1 | i | i | -11 | i | i
42 | COc1ncnc(OC)c1S(=O)(=O)NCc1ccccc1 | i | i | i | -3 | 1 | 0 | i | i | -1 | i | i
43 | O=C(CCS(=O)(=O)c1ccc(Cl)cc1)N1CCCc2ccccc21 | i | i | i | 7 | -1 | 0 | i | i | -9 | i | i
44 | CCC1(C)Cc2c(sc3nn[nH]c(=O)c23)CO1 (stereo not drawn) | i | i | i | 3 | -2 | 20 | i | i | -10 | i | i
45 | O=C(O)CC(c1ccc(OC2CCCC2)cc1)N1C(=O)c2ccccc2C1=O (stereo not drawn) | i | i | i | 0 | 5 | -8 | i | i | -9 | i | i
46 | CCCOc1ccccc1-c1nc2c([nH]1)c(=O)[nH]c(=O)n2C | i | i | i | -2 | 2 | 5 | i | i | -8 | i | i
47 | COc1ccc(C)cc1-n1nnnc1SCC(=O)Nc1cccnc1Cl | i | i | i | 4 | 3 | 0 | i | i | -6 | i | i
48 | COc1ccc(C(=O)NC(=S)NCc2cccnc2)cc1Cl | i | i | i | 5 | 1 | -2 | i | i | -6 | i | i
49 | COc1cccc(OC)c1C(=O)Nc1c(C)n(C)n(-c2ccccc2)c1=O | i | i | i | / | 1 | 0 | i | i | 2 | i | i
50 | O=C(c1ccccn1)N1CCCC(N2CCN(Cc3ccc4c(c3)OCO4)CC2)C1 (stereo not drawn) | i | i | i | 2 | 3 | -1 | i | i | -9 | i | i
51 | Brc1ccc(CN2CCN(Cc3c[nH]c4ccccc34)CC2)cc1 | i | i | i | 3 | -3 | 2 | i | i | -16 | i | i
52 | O=C(CN1CCN(c2ccccc2F)CC1)c1ccc2c(c1)OCO2 | / | i | i | 4 | -6 | 2 | i | i | -3 | i | i
53 | CCCc1cc(=O)oc2cc(OC(C)C(=O)NCC3CCC(C(=O)O)CC3)ccc12 (stereo not drawn) | i | i | i | 3 | 2 | -1 | i | i | -3 | i | i
54 | Cc1ccc(OCC(=O)NC2CC(C)(C)NC(C)(C)C2)cc1C | i | i | i | 3 | -2 | -4 | i | i | -7 | i | i
55 | Cc1ccc(OCCn2cnc3c2c(=O)n(C)c(=O)n3C)cc1 | i | i | i | 1 | 1 | 0 | i | i | -8 | i | i
56 | CC(C)CCn1c(SCCN2CCOCC2)nc2c1c(=O)[nH]c(=O)n2C | i | i | i | 2 | 1 | 1 | i | i | -2 | i | i
57 | Cc1ccc(NC(=O)c2cccs2)cc1NC(=O)c1ccco1 | i | i | i | -6 | 1 | / | i | -8.8* | -6 | i | i
58 | CCCC1=C(C(=O)OCC)C(c2ccccc2OC)NC(=O)N1 (stereo not drawn) | i | i | i | 4 | 3 | -3 | i | i | -5 | i | i
59 | CCN1CCN(C(=S)c2ccc(SC)cc2)CC1 | i | i | i | -1 | 2 | 1 | i | i | -14 | i | i
60 | COC(=O)[C@H](Cc1ccccc1)NC(=O)NC(C)CCc1ccccc1 (stereo partly drawn) | i | i | i | 0 | -6 | -1 | i | i | -9 | i | i
61 | O=C(CN1CCN(c2ccc(Cl)cc2)CC1)Nc1ccc(F)c(F)c1 | / | i | i | -3 | 5 | 3 | i | i | -4 | i | i
62 | Cc1ccc(NS(=O)(=O)c2ccc3c(c2)NC(=O)C(C)C(=O)N3)cc1C (stereo not drawn) | i | i | i | -1 | -5 | 2 | i | i | -7 | i | i
63 | CC(C)(C)c1ccc(S(=O)(=O)NCC(=O)N2CCN(C(=O)c3ccco3)CC2)cc1 | i | i | i | -2 | 1 | 1 | i | i | -8 | i | i
